High-throughput results as filed in PubChem.
HSP90 inh – HSP90 inhibitors, primary screen, cell lysate, luminescence. AID 1789, 2009. Heat shock protein HSP 90 (rabbit reticulocyte lysate; luciferase refolding). inhibition, % at 5.6 µM. Rabbit reticulocyte lysate, luciferase refolding luminescence, 3 h. actives 0.91% (n = 290,000);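 active = inhibition above the screen-wide mean plus 3 SD, computed separately per campaign, cut at about 16% in these data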;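 also: 0% = DMSO wells and 100% = 60 µM geldanamycin wells; inhibitors lower the luminescence because luciferase stays unfolded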
GSK3beta inhib – human GSK3beta kinase inhibitors, primary screen, biochemical, cell-free homogeneous, HTS | Glycogen synthase kinase-3 beta (Homo sapiens), P49841 | GST-GSK3beta kinase, ADP-Glo luminescence, 60 min; active compounds read low | activity score (negative = inhibition), % at 10 µM | actives 0.038% (n = 300,000);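 active = more than half of replicate wells score below -50%, meaning over 50% inhibition versus plate controls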;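 also: 0% = median DMSO wells and -100% = median GW8510 positive control wells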
Target sequence (P49841 whole entry, looked up): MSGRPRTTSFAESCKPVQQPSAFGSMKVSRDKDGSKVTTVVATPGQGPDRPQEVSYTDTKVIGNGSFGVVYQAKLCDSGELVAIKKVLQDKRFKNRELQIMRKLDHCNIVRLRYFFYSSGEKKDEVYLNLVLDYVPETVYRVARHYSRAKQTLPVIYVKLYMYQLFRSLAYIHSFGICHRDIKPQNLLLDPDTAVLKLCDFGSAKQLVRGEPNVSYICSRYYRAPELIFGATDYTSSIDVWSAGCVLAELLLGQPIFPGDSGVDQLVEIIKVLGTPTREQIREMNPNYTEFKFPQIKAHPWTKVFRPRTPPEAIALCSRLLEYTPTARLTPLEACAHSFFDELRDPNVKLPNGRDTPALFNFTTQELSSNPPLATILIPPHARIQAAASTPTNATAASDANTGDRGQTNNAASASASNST
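Assay system: GST-fused GSK3beta enzyme, cell-free / Medium: Tris pH 7.5 buffer with MgCl2, DTT, BSA, heparin / Also added: peptide substrate plus 25 µM ATP (final) / Compound: 10 µM single point / Timing: kinase reaction with compound 60 min at room temperature / Detection: ADP-Glo luminescence / Benchmarks: DMSO neutral wells and GW8510 at 20 µM as positive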
GSK3 alpha inh – blockers of GSK3A enzyme activity – biochemical, luminescence, cell-free homogeneous, HTS, primary screen; inhibition, % at 10 µM; GSK-3 alpha kinase, ADP-Glo luminescence, 60 min; AID 2650, 2010; actives 0.1% (n = 320,000);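 in the data active = inhibition above about 50%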;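 also: GST-tagged GSK-3 alpha with peptide substrate and 25 µM ATP; 0% = DMSO neutral wells and 100% = GW8510 positive control wells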
Target sequence (P49840 whole entry, looked up): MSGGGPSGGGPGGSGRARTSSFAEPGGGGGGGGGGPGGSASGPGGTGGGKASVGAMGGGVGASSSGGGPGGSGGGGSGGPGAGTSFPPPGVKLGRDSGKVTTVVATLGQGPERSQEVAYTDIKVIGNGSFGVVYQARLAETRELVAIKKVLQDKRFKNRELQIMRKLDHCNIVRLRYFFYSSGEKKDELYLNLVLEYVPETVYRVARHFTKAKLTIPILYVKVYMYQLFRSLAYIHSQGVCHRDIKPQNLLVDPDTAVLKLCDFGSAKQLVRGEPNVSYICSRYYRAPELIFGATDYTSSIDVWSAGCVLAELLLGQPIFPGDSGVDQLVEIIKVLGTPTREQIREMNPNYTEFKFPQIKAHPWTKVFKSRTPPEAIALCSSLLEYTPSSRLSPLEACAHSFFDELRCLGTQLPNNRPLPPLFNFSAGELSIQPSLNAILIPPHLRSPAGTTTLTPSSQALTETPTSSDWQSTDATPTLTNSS
Dyrk1A ADPGlo – rat Dyrk1A kinase inhibitors, primary screen, biochemical, single point, plate reader; ADP-Glo luminescence, NFATc1 peptide; Dual specificity tyrosine-phosphorylation-regulated kinase 1A (Rattus norvegicus), Q63470; inhibition, % at 12.5 µM; AID 504441, 2011; actives 0.43% (n = 310,000); in the data active = inhibition above about 50%;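 also: plate controls were vehicle with enzyme for no effect and no enzyme for full effect; many of its hits are not listed in these tables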
aSyn UTR inh – MLPCN primary screen, SNCA 5' untranslated region. alpha-synuclein 5'UTR reporter, inhibitor activity. inhibition, % (tested at 7.5 µM). actives 0.82% (n = 300,000); in the data active = inhibition above about 60%;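 also: H4 neuroglioblastoma cells stably carrying SNCA 5'UTR luciferase fusion; 0% = DMSO wells and 100% = positive control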
HSF1 inh – HSF1 inhibitors in luciferase reporter cells, primary screen, cell-based, NIH3T3, luminescence; NIH3T3-HGL HSE-luciferase, MG132-induced, luminescence 8 h; active compounds read low; activity change, negative = inhibition, % at 7.5 µM (by protocol); actives 0.77% (n = 300,000); AID 2098, 2009;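 active = more than half of replicate wells show activity change below -50%, luminescence cut by over half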;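 also: luciferase reports HSF-1 transcriptional activity via heat shock element; 0% = median of DMSO wells and -100% = zero luminescence signal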
KLF5 inh – KLF5 expression inhibitors, primary screen, DLD-1 cells, luminescence; DLD-1 KLF5 promoter-luciferase reporter; inhibition, % at 5 µM; actives 0.23% (n = 290,000); AID 1700, 2009;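 active = inhibition above a per-plate limit of that plate's mean compound inhibition plus 3 SD, cut at about 60% in these data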;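 also: 0% = DMSO wells and 100% = LY294002 at 200 µM; higher means less KLF5 promoter-driven luciferase light; inactives centre near -14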
HSF-1 act – HSF-1 activators, primary screen, NIH3T3-HGL cells, MG132 stress, luminescence, single point; activation, % at 9 µM; NIH3T3-HGL HSF-1 luciferase reporter, 8 h; 100% = twice DMSO control signal; actives 1.7% (n = 300,000);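 active = mean replicate activation of at least 50% with a set share of replicates each reaching 50%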;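 also: 0% = median of the neutral control wells and 100% = twice that signal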
Platelet DG rel – inhibitors of platelet dense granule secretion, primary screen, cell-based, MLPCN, human platelets. human platelet-rich plasma, SFLLRN dense granule ATP release, luminescence. AID 1663, 2009. inhibition, %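 (compounds screened at 7.5 µM in platelet-rich plasma)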. actives 0.22% (n = 300,000);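 active = mean replicate score, as percent of positive control, at or above 50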
IEC-6 tox – cytotoxicity in IEC-6 intestinal epithelial cells, primary screen, cytotoxicity control for KLF5 inhibitor project, cell-based, luminescence; IEC-6 cytotoxicity, luminescence viability; inhibition, % at 5 µM; actives 0.78% (n = 290,000); AID 1825, 2009; in the data active = inhibition above about 22%;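 also: 0% = plate median of test compound wells and 100% = cytotoxic reference compound wells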
The depositor's hits bear a star; / = not tested or not shown.

molecule | HSP90 inh | GSK3beta inhib | GSK3 alpha inh | Dyrk1A ADPGlo | aSyn UTR inh | HSF1 inh | KLF5 inh | HSF-1 act | Platelet DG rel | IEC-6 tox
Cc1ccc(F)cc1NC(=O)N1CCNC(=O)C1CC(=O)Nc1cc(Cl)ccc1Cl (stereo not drawn) | 0 | 2 | -2 | -6 | 9 | -1 | -7 | -6 | -19 | 0
CC1CCc2c(nc3sc4c(c3c2N)CCCC4)C1 (stereo not drawn) | -4 | 1 | -6 | -3 | -125 | 12 | -48 | 41 | 2 | 9
Cc1cccc(NC(=O)C[n+]2cccc(C)c2)c1 | -3 | 1 | -1 | 3 | 1 | -11 | -15 | 11 | -1 | 4
CN1CCN(C(=O)C2CC(c3c(F)cccc3Cl)=NO2)CC1 (stereo not drawn) | -2 | 0 | 0 | -1 | 9 | -6 | -24 | -9 | -7 | -1
Cc1cc(C)c2c(c1)[C@@H]1C=CC[C@@H]1[C@H](c1ccc(S(=O)(=O)N3CCOCC3)cc1)N2 | 0 | / | 1 | -2 | / | / | -7 | / | / | -1
Cc1occc(=O)c1OCc1ccc(F)cc1 | 4 | 1 | 0 | / | -7 | 0 | 1 | 3 | -1 | -4
COc1ccc(C2CC(c3ccc(F)cc3)n3nc(NS(C)(=O)=O)nc3N2)cc1 (stereo not drawn) | -1 | -3 | -2 | -1 | 2 | -10 | 3 | -16 | 2 | 3
COc1ccc(NC(=O)C2CCN(S(=O)(=O)c3c(C)noc3/C=C/N(C)C)CC2)cc1 | -1 | -3 | 1 | -1 | -2 | 2 | -14 | 1 | 8 | -1
CCCCN1CCc2c1nc1ccc(Br)cc1c2N | -3 | -3 | 4 | / | -65 | 3 | -32 | 23 | -1 | 2
Cn1c(=O)c([N+](=O)[O-])c(Oc2ccccc2)c2ccccc21 | 4 | 2 | / | / | 16 | 1 | -23 | 6 | -1 | -2
CC1(C)S[C@@H]2[C@H](NC(=O)COc3ccccc3)C(=O)N2C1C(=O)OCC1CCCCC1 (stereo partly drawn) | / | 0 | -4 | / | 22 | -1 | / | -12 | -3 | /
CCOc1ccc(C(=O)Nc2ccc(S(=O)(=O)N3CCN(C)CC3)cc2)cc1 | -1 | -8 | 0 | 11 | 14 | -3 | -16 | 18 | -1 | -4
NNC(=O)c1ccc(Cn2cc(Br)cn2)cc1 | 7 | 3 | -7 | -5 | -8 | -8 | -25 | -3 | -3 | 4
CS(=O)(=O)N(CC(=O)N1CCC(C(N)=O)CC1)c1ccc(Oc2ccccc2)cc1 | 0 | -1 | -2 | 5 | -5 | 4 | 5 | 4 | 7 | -2
O=C(CN(C1CCCCC1)S(=O)(=O)c1ccc(Br)cc1)NCc1cccnc1 | -5 | 3 | 0 | -1 | -4 | 0 | -11 | 22 | -2 | -1
Cc1ccc(CNC(=O)C2(NC(=O)Nc3ccc(C)cc3)CCCCC2)cc1 | 2 | -1 | 13 | 1 | 8 | 2 | -46 | -3 | -1 | 1
COc1ccc2c(c1)cc(C(=O)O)n2C | 6 | 0 | -2 | 3 | -11 | -6 | -10 | 2 | 1 | 8
O=C(NC1CCN(Cc2nnnn2CCc2ccccc2)CC1)c1ccccc1F | 1 | 2 | -1 | 10 | 9 | -4 | 41 | 0 | 0 | 9
CC(=O)Nc1ccc(SCC(=O)N(CCC#N)c2cc(C)cc(C)c2)cc1 | -1 | 1 | -2 | 4 | 23 | -6 | -23 | -1 | -4 | 4
COc1ccc(NC(=O)CSc2nnc(NC(=O)C3CCC3)s2)cc1 | 1 | 2 | 3 | -3 | -14 | 7 | -17 | 15 | -34 | -6
O=C1c2cc(S(=O)(=O)NCCCO)ccc2-c2ccc(S(=O)(=O)NCCCO)cc21 | -1 | 3 | 2 | 1 | 21 | -1 | -13 | -9 | 3 | -1
O=C(CN1C(=O)NC2(CCCC2)C1=O)Nc1ccc(Cl)cc1C(F)(F)F | 0 | / | -3 | -5 | 9 | -5 | -19 | 3 | 11 | 1
Cc1cccc(/N=C/c2c(C)[nH]n(-c3ccccc3)c2=O)n1 | -4 | 0 | -3 | 3 | 10 | 7 | 0 | 2 | 7 | -2
Cc1ccc(N2NC(=O)/C(=C/c3ccc(-c4ccc(Cl)c(C(=O)O)c4)o3)C2=O)cc1 | 2 | 0 | 12 | -1 | -21 | -12 | 2 | 2 | -10 | -1
CC(C)S(=O)(=O)C/C(N)=N/OS(=O)(=O)c1ccc(Cl)cc1 | 4 | 1 | 1 | 0 | 2 | -1 | -7 | -9 | 1 | -8
COc1cccc(C(=O)C2CCCN(C/C=C/c3ccccc3OC)C2)c1 (stereo not drawn) | 6 | -1 | -2 | -3 | -4 | -1 | -18 | -3 | -1 | 5
CCOc1ccc(C(=O)N[C@H](C(=O)O)C(C)C)cc1 | -3 | -1 | 2 | 2 | -6 | -14 | -14 | -29 | -2 | -3
O=C(COc1ccc2c3c(c(=O)oc2c1)CCCC3)N1CCN(c2ccc(F)cc2)CC1 | 0 | 2 | -4 | -4 | 10 | -12 | -11 | -15 | -7 | 7
COC(=O)c1ccccc1NC(=O)C1CCCN(c2nnc(-n3cccc3)s2)C1 (stereo not drawn) | -5 | 0 | 2 | 0 | 36 | -5 | -11 | -20 | 19 | 4
NC(=S)N/N=C/c1ccc2cccc(OCc3ccccc3)c2n1 | 10 | -3 | -3 | 19 | 7 | 7 | -6 | 34 | 4 | 21
O=C(NCCCN1CCOCC1)c1cc2c(=O)[nH]c3ccccc3c2s1 | 2 | 0 | -2 | 6 | -19 | 2 | -1 | -21 | 0 | 1
CN(CCOC(=O)c1cccc(F)c1)Cc1ccccc1 | -2 | 1 | -1 | -4 | -5 | 2 | 13 | -10 | -2 | 10
COc1ccc2o/c(=N\O)c(C(=O)Nc3ccccc3OC)cc2c1 | 3 | 5 | 1 | 23 | -14 | -6 | -72 | 20 | -4 | 3
CCn1nc(C(=O)OC(C(=O)c2c[nH]c3ccccc23)c2ccccc2)c2ccccc2c1=O (stereo not drawn) | 3 | 4 | 0 | 1 | 0 | 10 | 12 | 46 | 0 | 2
O=C1CCc2cc(S(=O)(=O)NCCC(=O)N3CCN(c4cccc(Cl)c4)CC3)ccc2N1 | 3 | / | 1 | 8 | / | / | -10 | / | / | 1
CC(C)(C)NC(=O)C(c1ccc(O)cc1)N(C(=O)CCC(=O)Nc1nccs1)c1cccc(F)c1 (stereo not drawn) | -6 | 0 | 0 | -7 | -24 | -8 | 10 | -8 | -2 | -5
Cc1csc(NC(=O)C2C3C=CC(C3)C2C(=O)O)n1 (stereo not drawn) | -1 | 4 | -2 | -4 | 3 | -6 | -15 | -3 | 19 | -3
O=C(CC1CS(=O)(=O)CC1CC(=O)Nc1ccc2c(c1)OCCO2)Nc1ccc2c(c1)OCCO2 (stereo not drawn) | 59* | -1 | -3 | 5 | -53 | -82* | -29 | -86 | 10 | -2
CN(C)S(=O)(=O)c1cccc(NC(=O)c2ccc(Sc3nncn3C)c([N+](=O)[O-])c2)c1 | -4 | -16 | -1 | 15 | 17 | -6 | -10 | -7 | 8 | 0
Cc1ccc(C)c(-c2cc(C(=O)NC3CC3)c3ccccc3n2)c1 | 1 | 3 | / | -1 | / | / | -20 | / | / | 4
COc1cc(/C=N/NC(=O)CSc2cc(C)c(Br)cc2C)ccc1O | 1 | 2 | -1 | 1 | 2 | 0 | -11 | -15 | 0 | 13
COc1ccc(/C=C2/SC(=S)N(CCC(=O)N3CCN(C)CC3)C2=O)cc1 | -3 | -2 | -2 | 16 | -17 | -12 | -11 | -10 | 6 | -8
O=[N+]([O-])c1cccc(OCCCN2CCC(Cc3ccccc3)CC2)c1 | 2 | -4 | -3 | 3 | 10 | 1 | -16 | 1 | 0 | 11
S=c1[nH]nc(COc2ccccc2)n1/N=C/c1ccc(Cl)cc1 | -1 | 2 | -1 | 2 | 16 | -7 | -9 | 4 | 7 | 1
Cc1c(NC(=O)C(C)OC(=O)CNC(=O)c2ccccc2)c(=O)n(-c2ccccc2)n1C (stereo not drawn) | 1 | 3 | 5 | -10 | 14 | -3 | 0 | -10 | -1 | 2
COc1ccccc1CCC(=O)NCCCn1ccc2ccccc21 | 5 | 1 | -4 | 2 | 15 | 1 | -3 | 32 | 7 | 1
CC(C)(C)N(Cc1ccccc1)C(=O)COC(=O)CCc1c[nH]c2ccccc12 | 0 | -1 | -3 | -8 | 4 | 6 | -12 | 8 | -2 | 0
Cc1ccc(CSc2nnc(Nc3ccc(C)cc3)s2)cc1 | -3 | 2 | 6 | -5 | 25 | 2 | -1 | 7 | 3 | 1
COc1ccc(C2COc3cc(O)ccc3C2)c(OC)c1O (stereo not drawn) | / | 2 | 0 | -3 | 22 | -7 | / | -14 | 1 | /
CCN(CC)C(=O)Oc1ccc2ccccc2c1Cl | -4 | -4 | -4 | 11 | -45 | 12 | 11 | 19 | 6 | 2
CC(C)Cc1nc(SCC(=O)N2CC(C)OC(C)C2)c2c(=O)n(C)c(=O)n(C)c2n1 (stereo not drawn) | -3 | 3 | 1 | 4 | 17 | 1 | -17 | -6 | 1 | -4
C=CCOc1ccc(/C=N/n2nnnc2N)cc1OC | / | -4 | 3 | 0 | 8 | 3 | / | -5 | 10 | /
Cc1ccc(Nc2c(-c3ccccc3O)nc3ncccn23)cc1 | -2 | 2 | -1 | 0 | 12 | 4 | -6 | -12 | 1 | 1
O=C1Cc2ccccc2Sc2c(OCCN3CCCCC3)cccc21 | -1 | -17 | 11 | / | 5 | -4 | -47 | 18 | 35 | 3
N#Cc1cc(C#N)c(N2CCN(c3cccc(Cl)n3)CC2)nc1N | 0 | -9 | 2 | 5 | -85 | 17 | -56 | 33 | -4 | 4
O=C(COc1cccc(NC(=O)c2cccs2)c1)c1ccc(F)cc1 | -2 | 1 | 0 | 2 | 21 | 3 | 4 | 29 | -39 | 6
COc1ccc(NC(=O)/C(C#N)=C/c2ccc3c(c2)n(C)c(=O)n3C)cc1 | -3 | 1 | -2 | 0 | 12 | -12 | -26 | -31 | 1 | 0

Only part of the results is shown; count on the stated rates, not on these rows.
